LEDGF integ inh – blocks HIV-1 LEDGF/p75-dependent DNA integration. TR-FRET IN-LEDGF/p75 DNA integration, Eu/Cy5. inhibition, % at 3.7 µM. actives 0.64% (n = 370,000);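 active = inhibition above the screen-wide mean plus 3 SD, cut at about 13% in these data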;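 note: signal is the Cy5 over europium emission ratio at 671 and 618 nm; 0% = plate median of compound wells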
GC-B act – GC-B (human) receptor activation; HEK293-GC-B cells, CNP EC30, cGMP TR-FRET; 0% at EC30 CNP, 100% saturating CNP; activation, % at 10 µM; AID 1920062; actives 0.11% (n = 370,000); P20594;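 active = activation at 10 µM reaching about 35% in either raw or pattern-adjusted values, limit read from the data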
HTRA1 inhibitor – inhibitors of human serine peptidase HTRA1. Q92743. recombinant HTRA1, FP-rhodamine activity-based probe, fluorescence polarization. inhibition, % at 5.96 µM. actives 0.5% (n = 340,000). AID 504803; in the data active = inhibition above about 36%;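 note: 0% = enzyme with DMSO and 100% = wells lacking enzyme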
TDP2 inh – TDP2 (human) inhibition, absorbance primary screen; actives 0.34% (n = 370,000); recombinant TDP2, T5PNP hydrolysis, p-nitrophenol absorbance 415 nm; inhibition, % at 12.8 µM; AID 720702; O95551;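 active = inhibition above the mean of all tested compounds plus 3 SD, set per campaign, cut at about 25% in these data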;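 note: 0% = DMSO with enzyme and 100% = buffer with substrate but no TDP2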
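Test system: human TDP2 enzyme; Input: 120 nM TDP2 per well; Buffer or medium: Mg2+-containing Tris-HCl buffer, pH 7.5; Reagent: 5 mM T5PNP; Dosing: 12.8 µM single point, 1% DMSO; Incubation: reaction 2 h, 37 °C; Detection: p-Nitrophenol epi absorbance; Read-out: % inhibition relative to enzyme-containing and enzyme-free wells; Replicates: single well per compound.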
MBD2 DNA inh – inhibitors of human MBD2 binding to methylated oligonucleotide; inhibition, % at 4.4 µM; actives 0.31% (n = 370,000); TR-FRET; AID 686964; in the data active = inhibition above about 13%
Target sequence (Q9UBB5 whole entry, looked up): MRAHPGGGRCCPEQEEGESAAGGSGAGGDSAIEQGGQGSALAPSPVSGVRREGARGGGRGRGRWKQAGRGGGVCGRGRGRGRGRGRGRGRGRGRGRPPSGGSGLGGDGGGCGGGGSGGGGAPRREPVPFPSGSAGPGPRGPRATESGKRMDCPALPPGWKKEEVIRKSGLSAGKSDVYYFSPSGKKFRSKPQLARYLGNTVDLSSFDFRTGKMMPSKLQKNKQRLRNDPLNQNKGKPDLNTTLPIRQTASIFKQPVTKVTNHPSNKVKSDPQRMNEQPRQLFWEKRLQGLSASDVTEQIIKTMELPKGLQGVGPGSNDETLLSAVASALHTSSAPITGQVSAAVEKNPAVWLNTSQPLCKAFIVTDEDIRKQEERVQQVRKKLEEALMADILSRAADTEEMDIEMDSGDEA
SIAE inh – blocks human sialic acid acetylesterase; inhibition, % at 9.66 µM; SIAE FP-Rh probe binding, fluorescence polarization; actives 0.69% (n = 370,000); AID 1053197; Q9HAT2;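 active = inhibition above a cutoff: mean of compounds within the control limits plus 3 SD of those, cut at about 17% in these data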;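 note: 0% = plate median of compound wells and 100% = probe without SIAE protein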
Target sequence (Q9HAT2 whole entry, looked up): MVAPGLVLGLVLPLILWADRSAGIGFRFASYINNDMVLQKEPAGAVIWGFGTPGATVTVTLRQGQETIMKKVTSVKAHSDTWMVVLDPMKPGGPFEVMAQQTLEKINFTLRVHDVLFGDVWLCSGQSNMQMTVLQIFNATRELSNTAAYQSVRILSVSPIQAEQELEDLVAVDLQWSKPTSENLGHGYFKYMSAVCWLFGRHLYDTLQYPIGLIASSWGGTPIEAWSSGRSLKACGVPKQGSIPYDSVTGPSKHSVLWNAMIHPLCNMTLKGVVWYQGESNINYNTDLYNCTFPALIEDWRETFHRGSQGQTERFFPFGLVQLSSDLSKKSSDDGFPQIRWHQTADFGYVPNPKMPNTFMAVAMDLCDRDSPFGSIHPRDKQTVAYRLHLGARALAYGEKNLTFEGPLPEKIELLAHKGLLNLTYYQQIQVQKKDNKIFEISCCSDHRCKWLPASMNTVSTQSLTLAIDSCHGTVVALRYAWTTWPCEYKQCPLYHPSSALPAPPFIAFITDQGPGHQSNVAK
mABHD4 FP – inhibits mouse alpha/beta hydrolase domain 4 | purified mABHD4, FP-Rh probe fluorescence polarization | actives 0.54% (n = 370,000) | Q8VD66 | inhibition, % at 8.92 µM | AID 720543;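 active = inhibition exceeding the mean over every tested compound plus 3 SD, cut at about 30% in these data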;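 note: 0% = plate median of compound wells and 100% = S159A mutant with DMSO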
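System: mouse ABHD4 enzyme, wild type / Medium: HEPES pH 7.0, NaCl, Pluronic buffer / Reagent: FP-Rh activity-based fluorescent probe / Control set: S159A mutant high control, sample median low control / Detection: fluorescence polarization with parallel and perpendicular emission, 525/598 nm / Schedule: 45 min + 60 min at 25 °C / Compound dosing: 8.92 µM, single dose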
rCAG binder – r(CAG) repeat RNA binding. TO-PRO-1 dye displacement fluorescence. inhibition, % at 3 µM. actives 1.3% (n = 370,000);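 active = inhibition above the plate cutoff, the mean of all test compounds on that plate plus 3 SD, cut at about 35% in these data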;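 note: 0% = DMSO alone and 100% = 100 µM mitoxantrone as full dye displacement; higher means more dye released from RNA so lower well fluorescence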
PRMT1 FP inh – PRMT1 (human) inhibition, primary screen | inhibition, % at 2.79 µM | actives 1.3% (n = 370,000) | recombinant PRMT1, activity-based probe fluorescence polarization | Q99873;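 active = inhibition above about 21% made by adding two undisclosed values, limit read from the data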
TCR-CD3 inh – inhibitors of human TCR-CD3 interaction. TAMRA-labeled TCR probe fluorescence, biochemical. inhibition, % at 9.4 µM. actives 0.37% (n = 360,000). AID 651800; in the data active = inhibition above about 19%;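 note: recombinant mutant TCR 2C K166C tagged with TAMRA read by polarization; 0% = receptor in buffer alone and 100% = receptor with positive control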
* = called active by the depositor. Only part of the results is shown, so the mix of outcomes need not match the whole.

C[C@H](O)[C@@H]1C(=O)N2CCc3c([nH]c4c(-c5ccccc5)cccc34)[C@@H]2C[C@@H]1N(C)C(=O)Nc1cccc2ccccc12 was read as LEDGF integ inh -3, GC-B act -12, TDP2 inh -7, MBD2 DNA inh -2, SIAE inh 3, mABHD4 FP 7, rCAG binder 9, PRMT1 FP inh 9 and TCR-CD3 inh -4.
`CCOC(=O)c1cnc2nc(NCc3ccc(OCc4ccccc4)cc3)[nH]n2c1=O` gave LEDGF integ inh -4, GC-B act -1, HTRA1 inhibitor -2, TDP2 inh -18, MBD2 DNA inh 2, SIAE inh 5, mABHD4 FP -4, rCAG binder 3, PRMT1 FP inh 1 and TCR-CD3 inh -2.
Screening COc1ccc(NC(=O)C2CC(=O)NC(Nc3cccc(C)c3)=N2)cc1 (centres undefined) returned LEDGF integ inh 2, GC-B act 3, HTRA1 inhibitor -1, TDP2 inh 10, MBD2 DNA inh -3, SIAE inh 1, mABHD4 FP 1, rCAG binder 1, PRMT1 FP inh -2 and TCR-CD3 inh -5.
For CCc1ccccc1NC(=O)c1ccc(CN2CCC(Cc3ccccc3)CC2)cc1 the results were LEDGF integ inh 4, GC-B act 3, HTRA1 inhibitor -21, TDP2 inh -11, MBD2 DNA inh -3, SIAE inh 0, mABHD4 FP 0, rCAG binder -1, PRMT1 FP inh -2 and TCR-CD3 inh -6.
Screening COc1ccc(N(CC(O)Cn2c(C)nc3ccccc32)S(=O)(=O)c2ccccc2)cc1 (centres undefined) returned LEDGF integ inh 1, GC-B act -9, HTRA1 inhibitor 3, TDP2 inh 3, MBD2 DNA inh -1, SIAE inh -2, mABHD4 FP -2, rCAG binder 2, PRMT1 FP inh 2 and TCR-CD3 inh 3.
`Cc1cc(C)c(S(=O)(=O)c2cc(F)ccc2C)c(=O)[nH]1` gave LEDGF integ inh -4, GC-B act -3, HTRA1 inhibitor -2, TDP2 inh 9, MBD2 DNA inh 1, SIAE inh -5, mABHD4 FP 2, rCAG binder -4, PRMT1 FP inh -6 and TCR-CD3 inh -5.
Screening Cc1cc(Oc2ccc(-c3ccccc3)cc2)nc(N2CCOCC2)n1 returned LEDGF integ inh 0, GC-B act -2, HTRA1 inhibitor -3, TDP2 inh -4, MBD2 DNA inh 8, SIAE inh 5, mABHD4 FP 5, rCAG binder 1, PRMT1 FP inh 0 and TCR-CD3 inh -4.
`COc1ccc(N2CCN(Cc3oc(CO)cc(=O)c3O)CC2)cc1` gave LEDGF integ inh 2, GC-B act -2, HTRA1 inhibitor 2, TDP2 inh 2, MBD2 DNA inh -2, SIAE inh 3, mABHD4 FP -1, rCAG binder -3, PRMT1 FP inh 3 and TCR-CD3 inh 4.
Screening CC(C)CC1NC(=O)c2cccnc2-n2c1nc1ccccc1c2=O (centres undefined) returned LEDGF integ inh 5, GC-B act -6, HTRA1 inhibitor 1, TDP2 inh 3, MBD2 DNA inh -1, SIAE inh -7, mABHD4 FP -1, rCAG binder 0, PRMT1 FP inh -3 and TCR-CD3 inh 2.
Cc1onc(-c2ccccc2)c1-c1nnc(COC(=O)c2ccc(O)cc2)o1 was read as LEDGF integ inh -1, GC-B act 0, HTRA1 inhibitor -8, TDP2 inh -6, MBD2 DNA inh -1, SIAE inh -12, mABHD4 FP -16, rCAG binder 4, PRMT1 FP inh -3 and TCR-CD3 inh 0.
For O=C(Nc1ccc(S(=O)(=O)NCc2ccco2)cc1)c1ccc(F)cc1 the results were LEDGF integ inh 0, GC-B act -1, HTRA1 inhibitor -13, TDP2 inh 3, MBD2 DNA inh 1, SIAE inh 0, mABHD4 FP -2, rCAG binder 2, PRMT1 FP inh -1 and TCR-CD3 inh 5.
COc1ccc(/C=C/C(=O)NCCOc2ccc(C)cc2)cc1 was read as LEDGF integ inh 1, GC-B act 2, HTRA1 inhibitor -16, TDP2 inh -2, MBD2 DNA inh -4, SIAE inh 7, mABHD4 FP -10, rCAG binder -1, PRMT1 FP inh -4 and TCR-CD3 inh -6.
Cc1cc(C)n2cc(CSc3ccc(Br)cc3)nc2n1 was read as LEDGF integ inh 3, GC-B act 2, HTRA1 inhibitor 3, TDP2 inh -15, MBD2 DNA inh 7, SIAE inh -16, mABHD4 FP -12, rCAG binder 1, PRMT1 FP inh 9 and TCR-CD3 inh -3.
Screening O=C(N[C@@H](Cc1cccnc1)C(=O)N1CCC[C@H]1C(=O)NC1CCCC1)C1CCCC1 returned LEDGF integ inh 1, GC-B act 8, TDP2 inh 8, MBD2 DNA inh -1, SIAE inh 6, mABHD4 FP -2, rCAG binder 2, PRMT1 FP inh -2 and TCR-CD3 inh -2.
For CCn1cc(C(=O)O)c(=O)c2cc(F)c(N3CCN(C(=S)NC(=O)c4cccc(C)c4)CC3)cc21 the results were LEDGF integ inh -6, GC-B act -4, HTRA1 inhibitor 0, TDP2 inh 3, MBD2 DNA inh 1, SIAE inh -1, mABHD4 FP 6, rCAG binder 16, PRMT1 FP inh 3 and TCR-CD3 inh 1.
Screening C[C@H]1CCC[C@H](O)CC(=O)c2c(O)cc(O)cc2CC(=O)O1 returned LEDGF integ inh 5, GC-B act -3, TDP2 inh 0, MBD2 DNA inh -1, SIAE inh 1, mABHD4 FP 16, rCAG binder 2 and PRMT1 FP inh 1.
`CCOc1ccc(NS(=O)(=O)c2ccc(C(=O)N3CCCC(C)C3)cc2)cc1` (centres undefined) gave LEDGF integ inh 1, GC-B act -11, HTRA1 inhibitor -5, TDP2 inh 0, MBD2 DNA inh 3, SIAE inh -5, mABHD4 FP -3, rCAG binder -3, PRMT1 FP inh 2 and TCR-CD3 inh 3.
`O=C(NNc1cccc(Cl)n1)Nc1ccccc1F` gave LEDGF integ inh 0, GC-B act 1, HTRA1 inhibitor 1, TDP2 inh 3, MBD2 DNA inh -1, SIAE inh -2, mABHD4 FP 4, rCAG binder 2, PRMT1 FP inh 3 and TCR-CD3 inh 4.
For O=C(NCc1ccccc1Cl)C1CCC(=O)N1Cc1ccc(F)cc1 (centres undefined) the results were LEDGF integ inh 3, GC-B act 4, HTRA1 inhibitor 4, TDP2 inh -20, MBD2 DNA inh 2, SIAE inh 2, mABHD4 FP -3, rCAG binder 4, PRMT1 FP inh -3 and TCR-CD3 inh -2.
For CCSc1nc2c(c(=O)[nH]1)C(c1cccnc1)C(C(=O)OC)=C(C)N2 (centres undefined) the results were LEDGF integ inh -3, GC-B act -6, HTRA1 inhibitor -1, TDP2 inh -4, MBD2 DNA inh -6, SIAE inh -4, mABHD4 FP -7, rCAG binder 1, PRMT1 FP inh -1 and TCR-CD3 inh 1.
For CCC1CCCCN1CCCNC(=O)c1cc2c(=O)[nH]c3ccccc3c2n1C (centres undefined) the results were LEDGF integ inh 5, GC-B act 1, HTRA1 inhibitor 6, TDP2 inh 9, MBD2 DNA inh 0, SIAE inh 14, mABHD4 FP -4, rCAG binder 6, PRMT1 FP inh -9 and TCR-CD3 inh 0.
For Cc1cc(C)n(CCNC(=O)[C@H]2O[C@@H](n3ccc(N)nc3=O)[C@H](O)[C@@H]2O)n1 the results were LEDGF integ inh 2, GC-B act 2, TDP2 inh 4, MBD2 DNA inh 0, SIAE inh -3, mABHD4 FP 3, rCAG binder 3, PRMT1 FP inh 1 and TCR-CD3 inh 4.
For CCOC(=O)Nc1cc2c(cc1C(C)=O)OCO2 the results were LEDGF integ inh -2, GC-B act 0, HTRA1 inhibitor 10, TDP2 inh -1, MBD2 DNA inh -4, SIAE inh -1, mABHD4 FP 1, rCAG binder 2, PRMT1 FP inh -1 and TCR-CD3 inh 6.
Screening CC(C)CC(=O)Nc1nnc(SCC(=O)NC2CCCC2)s1 returned LEDGF integ inh -2, GC-B act 5, HTRA1 inhibitor 1, TDP2 inh 8, MBD2 DNA inh -3, SIAE inh 4, mABHD4 FP -3, rCAG binder 2, PRMT1 FP inh -2 and TCR-CD3 inh 10.

Arranged by count of non-hydrogen atoms (largest number first): 4 of the compounds above.
`CCOC(=O)c1cnc2nc(NCc3ccc(OCc4ccccc4)cc3)[nH]n2c1=O` gave LEDGF integ inh -4, GC-B act -1, HTRA1 inhibitor -2, TDP2 inh -18, MBD2 DNA inh 2, SIAE inh 5, mABHD4 FP -4, rCAG binder 3, PRMT1 FP inh 1 and TCR-CD3 inh -2.
For CCC1CCCCN1CCCNC(=O)c1cc2c(=O)[nH]c3ccccc3c2n1C (centres undefined) the results were LEDGF integ inh 5, GC-B act 1, HTRA1 inhibitor 6, TDP2 inh 9, MBD2 DNA inh 0, SIAE inh 14, mABHD4 FP -4, rCAG binder 6, PRMT1 FP inh -9 and TCR-CD3 inh 0.
For Cc1cc(C)n(CCNC(=O)[C@H]2O[C@@H](n3ccc(N)nc3=O)[C@H](O)[C@@H]2O)n1 the results were LEDGF integ inh 2, GC-B act 2, TDP2 inh 4, MBD2 DNA inh 0, SIAE inh -3, mABHD4 FP 3, rCAG binder 3, PRMT1 FP inh 1 and TCR-CD3 inh 4.
For O=C(Nc1ccc(S(=O)(=O)NCc2ccco2)cc1)c1ccc(F)cc1 the results were LEDGF integ inh 0, GC-B act -1, HTRA1 inhibitor -13, TDP2 inh 3, MBD2 DNA inh 1, SIAE inh 0, mABHD4 FP -2, rCAG binder 2, PRMT1 FP inh -1 and TCR-CD3 inh 5.

(further entries)
CC(C)(C)NC(=O)CCCCCCCC(=O)NC(C)(C)C was read as LEDGF integ inh 7, GC-B act 4, HTRA1 inhibitor -5, TDP2 inh -16, MBD2 DNA inh 2, SIAE inh -10, mABHD4 FP -4, rCAG binder -3, PRMT1 FP inh -3 and TCR-CD3 inh 4.
For CCN(Cc1nc2cc(Cl)ccc2c(=O)[nH]1)C(=O)c1nn(C)c(=O)c2ccccc12 the results were LEDGF integ inh -1, GC-B act 0, HTRA1 inhibitor 7, TDP2 inh 3, MBD2 DNA inh -3, SIAE inh 3, mABHD4 FP -5, rCAG binder 5, PRMT1 FP inh 0 and TCR-CD3 inh 1.
`COc1c2c(cc3ccc(=O)oc13)CCO2` gave LEDGF integ inh 4, GC-B act -1, HTRA1 inhibitor 7, TDP2 inh 12, MBD2 DNA inh -5, SIAE inh -3, mABHD4 FP 2, rCAG binder -1, PRMT1 FP inh -5 and TCR-CD3 inh 0.
For NC(=O)Cn1c(=O)oc2ccccc21 the results were LEDGF integ inh -1, GC-B act 3, HTRA1 inhibitor -2, TDP2 inh 0, MBD2 DNA inh 2, SIAE inh 6, mABHD4 FP 2, rCAG binder 7, PRMT1 FP inh 1 and TCR-CD3 inh 1.
For COCCCNc1nc2ccccc2nc1NS(=O)(=O)c1ccc(Cl)cc1 the results were LEDGF integ inh 0, GC-B act 3, HTRA1 inhibitor -2, TDP2 inh -6, MBD2 DNA inh 3, SIAE inh 7, mABHD4 FP 1, rCAG binder 3, PRMT1 FP inh -3 and TCR-CD3 inh 8.
